High-throughput results from PubChem.
West Nile antiviral: West Nile virus antiviral activity, cell-based, CPE readout (AID 1621); West Nile virus-infected cells, CPE inhibition; higher % means a stronger effect; one-dose CPE inhibition, % at 10 µM; IC50 in µM for titrated hits; actives 0.02% (n = 290,000); in the data active means a potency from the dose series; inconclusive means CPE inhibition mostly from about 3.7% at the one dose, without a potency; inactive means the rest, 99 in 100 with CPE inhibition below about 2.2%; further: strong numbers were not always called active
AID2073: inhibitors of Mint1-CaV2.2 protein interaction, biochemical, HTRF (AID 2073); Voltage-dependent N-type calcium channel subunit alpha-1B (Homo sapiens); HTRF protein-protein interaction, Mint1-CaV2.2; higher % means a stronger effect; inhibition, % at 20 µM; hits with a dose series show IC50 in µM; actives 0.19% (n = 290,000); in the data active means inhibition mostly above about 51%, no sharp cut-off; inconclusive means no clear call, values can overlap the other calls; inactive means mostly below about 53%; further: some results filed as inactive read as strong as hits
Large T inhibition: SV40 large T antigen inhibitors, biochemical (AID 1903). SV40 large T antigen ATPase/helicase inhibition assay; higher % means a stronger effect. actives 0.39% (n = 310,000). inhibition, % at 20 µM; hits with a dose series show IC50 in µM; in the data active means a potency from the dose series; inconclusive means inhibition mostly from about 32% at the one dose, without a potency; inactive means the rest, 99 in 100 with inhibition below about 32%; further: strong numbers were not always called active
NTR1 ag: agonists of NTR1, primary screen, imaging, U2OS cells, beta-arrestin-GFP, high content (AID 493036); NTR1-U2OS beta-arrestin-GFP spot imaging, agonist mode; activation, % at 20 µM; actives 0.17% (n = 330,000);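 active means activation at or above 40% of the spot to cytoplasm intensity ratio, with at least 20 cells analyzed; inconclusive means wells under 20 cells, flagged as cytotoxic or low count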;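 further: 0% = DMSO without peptide and 100% = 100 nM NTR1 peptide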
Target sequence (P30989 whole entry, looked up): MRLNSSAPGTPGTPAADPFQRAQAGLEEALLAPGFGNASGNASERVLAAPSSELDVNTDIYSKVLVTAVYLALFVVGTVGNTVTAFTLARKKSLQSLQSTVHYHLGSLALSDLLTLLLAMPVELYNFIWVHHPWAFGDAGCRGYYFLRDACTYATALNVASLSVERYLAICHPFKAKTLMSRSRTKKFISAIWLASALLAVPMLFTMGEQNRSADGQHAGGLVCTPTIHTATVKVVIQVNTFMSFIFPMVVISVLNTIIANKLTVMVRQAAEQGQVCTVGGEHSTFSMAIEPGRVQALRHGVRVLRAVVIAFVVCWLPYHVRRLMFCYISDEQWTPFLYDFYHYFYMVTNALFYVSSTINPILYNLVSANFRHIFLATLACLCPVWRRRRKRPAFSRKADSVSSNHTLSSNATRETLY
RSV CPE inhibition: RSV antiviral activity via CPE protection, HEp-2 cells, primary 10 µM value included (AID 2391) | one-dose CPE inhibition, % at 10 µM; IC50 in µM for titrated hits | actives 0.13% (n = 310,000) | HEp-2 cells, RSV-induced CPE inhibition; higher % means a stronger effect; in the data active means a potency from the dose series; inconclusive means CPE inhibition mostly from about 23% at the one dose, without a potency; inactive means the rest, 99 in 100 with CPE inhibition below about 21%; further: strong numbers were not always called active
MgcRacGAP inhibition: MgcRacGAP GTPase-activating activity inhibitors, confirmation, biochemical, ADP Hunter fluorescence; Rac GTPase-activating protein 1 (Homo sapiens); MgcRacGAP-stimulated Rac1 GTP hydrolysis, ADP Hunter fluorescence; higher % means a stronger effect; GST-tagged Rac1 F28L mutant substrate; inhibition, % at 30 µM; hits with a dose series show IC50 in µM; actives 0.6% (n = 340,000); AID 624330, 2012;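 active means first-screen hits whose inhibition reached a set limit at any dose in the follow-up dose series; inconclusive means inhibition above the set first-screen limit but never retested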;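 further: fluorescence reports GDP produced by GAP-driven GTP hydrolysis; strong numbers were not always called active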
Siah-1 displacement: Siah-1 peptide-binding antagonists, primary screen, biochemical, fluorescence polarization, rhodamine-plectin, uHTS (AID 1817); one-dose displacement, % at 20 µM; IC50 in µM for titrated hits; E3 ubiquitin-protein ligase SIAH1 (Homo sapiens); actives 0.02% (n = 290,000); Siah-1 / rhodamine-plectin peptide fluorescence polarization; higher % means a stronger effect;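 active means displacement of at least 50% at 20 µM, with a fluorescence ratio check between 0.3 and a set limit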;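 further: plate controls were Siah plus tracer with DMSO for no effect and tracer alone without Siah for full effect; strong numbers were not always called active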
UTI89 phage lysis: inhibition of K1F phage lysis, E. coli UTI89, bacterial capsule biogenesis inhibitors, alamar blue (AID 488966); E. coli UTI89 K1F phage lysis, alamar blue, 2 h; higher % means a stronger effect; inhibition, % at 100 µM; hits with a dose series show IC50 in µM; actives 0.02% (n = 340,000);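 active means phage lysis inhibition, versus mean bacterial control, above a set limit; inconclusive means no clear call, values can overlap the other calls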;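 further: capsule biogenesis inhibitors block K1F phage lysis so surviving cells raise fluorescence; higher fluorescence means more inhibition of phage lysis; actives were called in the ten point dose series up to 300 µM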
NS5 inhibitors: Dengue-2 NS5 methyltransferase inhibitors, primary screen, biochemical, confirmation dose response (AID 588689) | inhibition, % at 25 µM; hits with a dose series show IC50 in µM | actives 0.3% (n = 340,000) | Dengue-2 NS5 methyltransferase capping enzyme assay, biochemical; higher % means a stronger effect; in the data active means a potency from the dose series; inconclusive means inhibition above about 29% without an active follow-up result
NTR1 ag cell count 20 µM: also measured in NTR1 ag; calls as there; cell count; measured here: cell count, cytotoxicity flag
NS5 inhibitors pilot replicate: also measured in NS5 inhibitors; calls as there; inhibition, %; measured here: pilot screen replicate inhibition
* hit, by the source's call; i = inactive; ? = inconclusive; nt = not tested or not shown; [ ] = remark or other dose.

SMILES	West Nile antiviral	AID2073	Large T inhibition	NTR1 ag	NTR1 ag cell count 20 µM	RSV CPE inhibition	MgcRacGAP inhibition	Siah-1 displacement	UTI89 phage lysis	NS5 inhibitors	others
COCCCn1c(-c2cccc(Cl)c2)nc2c1c(=O)[nH]c(=O)n2Cc1ccccc1	-0.5%	20%	13%	4.5	65	8.0%	6%	1%	-0.1%	4%
Cc1ccc(S(=O)(=O)N(C)C)cc1NC(=O)c1n[nH]c(=O)c2ccccc12	0.5%	10%	-1%	-0.3	63	1.1%	14%	3%	0.3%	3%
O=C(COC(=O)CCc1c[nH]c2ccccc12)NC1CCS(=O)(=O)C1 (stereo not drawn)	-0.3%	0%	8%	-0.2	77	1.7%	-1%	1%	0.6%	-7%
COc1ccc(CN(C(=O)c2snc(C(N)=O)c2N)C(C(=O)NC2CCCC2)c2ccc(OC)c(OC)c2)cc1 (stereo not drawn)	-0.8%	3%	0%	16	50	3.8%	3%	3%	0.0%	1%
N#Cc1cccc(S(=O)(=O)NCC(=O)OCC(=O)NCc2ccccc2)c1	nt	nt	nt	-1.7	62	-0.1%	5%	nt	0.6%[50 µM]	-8%
CC(C)(C)C(=O)Nc1cc(C(F)(F)F)ccc1N1CCOCC1	0.1%	3%	8%	-0.7	32	1.4%	7%	0%	i	-4%
COc1ccc2c(c1)N(C)/C(=C/c1cccc[n+]1C)S2	-1.0%	-7%	7%	-2.0	52	11%	15%	2%	1.1%[50 µM]	0%
COc1cc(/C=N/NC(=O)c2ccoc2C)ccc1OCCN1CCCCC1	-0.1%	9%	4%	-0.2	80	0.0%	12%	-5%	-0.1%	-2%
CC(=O)Nc1cccc(C(=O)OCC(=O)c2ccc3c(c2)OCO3)c1	nt	nt	-3%	-0.7	58	0.3%	-4%	nt	0.3%[50 µM]	-1%
CS(=O)(=O)Nc1ccc(C(=O)Nc2ccccc2Cl)cc1	0.5%	1%	0%	0.6	40	0.1%	nt	-7%	nt	nt
CCN1CCN(CCCNC(=O)CCc2nc(-c3ccc(OC)cc3)no2)CC1	-0.1%	-2%	9%	-0.2	46	-1.3%	12%	2%	0.2%	-1%
CCOC(=O)N1CCC(NC(=O)CCC(=O)N2CC(C)Oc3ccc(C)cc32)CC1 (stereo not drawn)	-0.4%	-4%	8%	0.1	41	0.5%	16%	0%	0.6%	3%
NC(=S)C1COc2ccccc2O1 (stereo not drawn)	-0.2%	-34%	17%	0.1	63	2.9%	13%	5%	0.9%	6%
CCS(=O)(=O)n1nc(-c2ccc(Cl)cc2)nc1SCc1ccccc1	0.4%	-2%	2%	9.0	58	10%	nt	1%	nt	nt
COCCNc1nc2ccccc2nc1NS(=O)(=O)c1ccc(C)cc1C	1.1%	6%	0%	1.1	56	-0.1%	14%	-1%	-0.2%	9%
COc1ccccc1NC(=O)C(C)Nc1ccc(C)c(Cl)c1 (stereo not drawn)	-0.3%	-16%	23%	-0.1	69	5.2%	8%	-4%	0.5%	-6%
CCn1c(SCC(=O)Nc2ccccc2C(=O)OC)nnc1-c1cccc(C)c1	-0.6%	0%	-3%	-0.4	48	0.1%	1%	0%	-0.4%	-4%
COc1ccc(N(C)S(=O)(=O)c2cccc(C(=O)OCC(=O)c3c(N)n(C)c(=O)n(C)c3=O)c2)cc1	nt	nt	nt	10	61	nt	1%	nt	-1.3%	-2%
CC(C)(C)[C@H]1COC(=O)CCCC/C=C\C[C@H](CC(=O)N(CCO)Cc2ccccc2)C(=O)N1	nt	nt	nt	-3.1	56	nt	8%	nt	0.1%	-2%	NS5 inhibitors pilot replicate=1.8
CCOCC(=O)OCC(=O)Nc1cc(OC)c([N+](=O)[O-])cc1C	0.3%	9%	9%	-0.2	54	7.2%	0%	5%	0.2%	1%
O=S(=O)(Nc1cccc(S(=O)(=O)N2CCCCCC2)c1)c1ccc(F)cc1F	nt	nt	nt	-0.4	49	nt	-2%	nt	-1.1%	10%
CCOC(=O)N1CCN(C(=O)C2CC(c3ccc(F)cc3)=NO2)CC1 (stereo not drawn)	-0.3%	-4%	1%	8.6	52	0.2%	4%	-2%	-4.7%	0%
COc1ccc(CCNC(=O)C2CCN(S(=O)(=O)c3ccc(Cl)cc3)CC2)cc1OC	-1.9%	7%	6%	1.5	44	2.8%	11%	0%	0.7%[50 µM]	0%
COc1ccc(CC(=O)Nc2cccc(-c3ccc4nnc(C)n4n3)c2)cc1	0.4%	-3%	14%	1.5	61	-0.1%	2%	-1%	-0.2%	-1%
O=C(c1ccc(Cl)cc1)N1CCN(S(=O)(=O)/C=C/c2ccccc2)CC1	nt	nt	nt	3.8	62	1.5%	-1%	nt	-0.1%[50 µM]	-3%
COc1ccccc1C(=O)N/N=C(\C)c1cccnc1	nt	nt	5%	-0.5	54	0.9%	9%	nt	0.8%	2%
COc1ccc(CCNC(=O)COC(=O)c2ccccn2)cc1	nt	nt	nt	1.2	70	nt	-7%	nt	3.4%	13%
O=C(O)C1CC(c2ccc(F)cc2)=NO1 (stereo not drawn)	-0.4%	-4%	8%	0.5	40	1.5%	1%	29%	0.2%	-1%
CN(C)/C=C/C(=O)c1cnc2n(c1=O)CCS2	0.2%	16%	6%	0.3	79	0.1%	11%	-3%	-0.8%	4%
CCOc1ccc(N2C(=O)CN(C)C2=S)cc1	0.3%	-2%	-2%	3.2	43	0.0%	0%	7%	6.8%	0%
Cc1ccc2c(c1)C(=O)OC1(O)C3C4C=CC(C4)C3C(=O)N21 (stereo not drawn)	-0.1%	-4%	7%	1.0	57	1.6%	10%	9%	1.1%	0%
CCc1nnc(NC(=O)c2c(-c3ccccc3)noc2C)s1	-0.3%	-5%	13%	-0.4	49	-0.7%	4%	0%	0.3%	5%
Cc1ccc(NC(=S)N2CCN(CCN3C(=O)c4cccc5cccc(c45)C3=O)CC2)cc1	-0.4%	-10%	4%	-3.6	91	-0.7%	9%	-2%	0.1%	0%
O=C(NC1CCCC1)C1CCCN1C(=O)Nc1ccccc1Cl (stereo not drawn)	nt	-1%	2%	-0.7	49	3.1%	0%	4%	1.5%	2%
NS(=O)(=O)c1ccc2nc(NC(=O)C3=COCCO3)sc2c1	1.8%	-4%	9%	-0.2	79	0.9%	6%	1%	1.2%	-6%
O=C1CCC/C=C\C[C@@H](CC(=O)N(CCO)Cc2ccccc2)C(=O)N2CCC[C@H]2CO1	nt	nt	nt	0.4	71	nt	9%	nt	0.5%	1%
O=C(Cn1c(=O)cnc2ccccc21)N1CCCc2ccccc21	-0.8%	-9%	-4%	1.8	54	0.1%	4%	-6%	0.3%	-2%
CC(=O)N1CCCc2cc(S(=O)(=O)Nc3ccc4c(c3)OCO4)ccc21	-0.2%	-14%	9%	-0.4	66	-0.7%	2%	-5%	0.3%	5%
CCOc1ccc(Cl)cc1S(=O)(=O)N1CCC(C(=O)NCc2ccncc2)CC1	-0.7%	-8%	12%	-1.8	31	1.9%	5%	2%	0.3%	-1%
Oc1ccccc1N=Cc1c(O)ccc2ccccc12	-1.5%	-7%	-1%	1.0	101	nt	28%	-3%	1.3%	3%
Cc1ccc(Cl)cc1NC(C#N)c1ccccc1 (stereo not drawn)	-0.1%	-4%	5%	0.9	58	0.2%	2%	20%	0.7%	-7%
Cc1cccc2cc3c(nc12)SC(=NCC1CCCO1)N(Cc1ccco1)C3 (stereo not drawn)	0.8%	25%	26%	22	61	5.2%	12%	5%	2.3%	-11%
COc1ccc(NC(=O)c2cccc(F)c2)cc1Cl	nt	0%	1%	0.6	34	2.6%	9%	2%	0.6%	-2%
Cn1c(=O)c2ncn(CC(=O)N/N=C/c3ccco3)c2n(C)c1=O	0.0%	-4%	9%	-1.4	83	-0.7%	7%	8%	-0.5%	4%
Cc1cc(NCc2ccc(F)cc2Cl)n2nnnc2n1	-0.3%	4%	1%	0.5	67	0.3%	15%	1%	0.4%	-8%
c1ccc2c(c1)c1ccccc1n1c(-c3ccc4c(c3)OCO4)nnc21	-0.1%	7%	4%	2.9	34	0.2%	6%	4%	2.2%	-6%
O=C1CSc2ccc(C(=O)NCCC3=CCCCC3)cc2N1	-0.9%	-6%	7%	0.4	59	-0.2%	4%	4%	3.0%	2%
O/N=C1/C2C3CC4C5C3C1C5C1(OCCO1)C42 (stereo not drawn)	-0.8%	4%	9%	-1.4	65	0.8%	6%	-2%	4.1%	-11%
COc1ccc(OC)c(NC(=O)C2CCCN2C(=O)OCc2ccccc2)c1 (stereo not drawn)	-0.4%	-4%	18%	-0.7	48	0.7%	4%	-3%	2.8%	-2%
Cc1ccc(C)c(C(C)NC(=S)NCc2ccc(F)cc2)c1 (stereo not drawn)	-0.3%	6%	-1%	4.8	50	1.4%	-2%	-6%	0.1%	0%
CC(=O)c1ccc(NC(=O)/C(=C\c2cccs2)NC(=O)c2ccco2)cc1	1.5%	11%	5%	2.3	83	3.3%	3%	2%	0.8%	-12%
CCOc1ccc(CC(=O)N2CCN=C2SCc2ccc([N+](=O)[O-])cc2)cc1	-1.2%	-6%	1%	2.8	62	9.2%	3%	2%	-0.1%	0%
Cc1ccc(-n2c(N)c(C(=O)Nc3c(C)n(C)n(-c4ccccc4)c3=O)c3nc4ccccc4nc32)cc1	1.9%	3%	11%	17	70	?	5%	-4%	-1.2%	-7%
COc1cc(/C=N/Nc2nc(C)nc3c2cnn3-c2ccccc2)ccc1O	0.8%	22%	11%	nt	nt	nt	8%	2%	0.2%	1%
Cc1cc(NC(=O)CSc2nc(=O)cc(N)n2-c2ccc(C)c(C)c2)no1	-0.3%	3%	10%	-0.6	58	2.9%	7%	4%	0.6%[50 µM]	-4%
C#CCn1cnc2c(oc3ccccc32)c1=O	0.2%	0%	7%	0.3	56	4.2%	4%	1%	-0.1%	-4%
CCC(c1nnnn1Cc1ccco1)N(CCc1ccccc1)Cc1cc2cccc(C)c2[nH]c1=O (stereo not drawn)	0.1%	16%	18%	5.1	72	11%	11%	0%	-0.3%	-1%
CN(CC(=O)Nc1ccccc1Br)C(=O)c1ccccc1Cc1ccccc1	nt	nt	nt	-2.9	57	1.3%	-1%	nt	0.4%[50 µM]	4%
